Screening data: PubChem, several laboratories
Dynein cargo inh – dynein cargo transport inhibition | 3617.4 mouse cells, GR-EGFP nuclear translocation imaging; test concentration mostly 20 µM; stimulated with dexamethasone, 1 µM; hits give low values | z-score, hits read low | 0.47% of 220,000 active;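 active means plate z-score of nuclear minus cytoplasmic receptor signal below a set negative limit, without overly bright fluorescence or cell loss, cut at about -3.5 in these data, passing the limit was not always enough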;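 further: z-score of nuclear minus cytoplasmic ring GR-EGFP intensity difference per well; some compounds called inactive have numbers as strong as hits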
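Schedule: 48 h induction, then 1 h compound, then 30 min agonist, 37 °C. Buffer or medium: tetracycline-free induction medium containing charcoal-stripped FBS. Reagent: 1.0 µM final dexamethasone stimulus. Evaluation: nuclear versus cytoplasmic GR-EGFP signal, averaged per well. Signal: high-content fluorescence imaging after fixation.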
SIAH1 antagonists – Siah-1 peptide-binding antagonists, primary screen, biochemical, fluorescence polarization, rhodamine-plectin, uHTS (AID 1817) | Siah-1 / rhodamine-plectin peptide fluorescence polarization; higher % means a stronger effect | one-dose displacement, % at 20 µM; IC50 in µM for titrated hits | 0.02% of 290,000 active;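 active means displacement of at least 50% at 20 µM, with a fluorescence ratio check between 0.3 and a set limit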;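 further: plate controls were Siah plus tracer with DMSO for no effect and tracer alone without Siah for full effect; strong numbers were not always called active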
PMI inhibitors – MPI enzyme activity inhibition – biochemical, fluorescence intensity, coupled assay, primary screen (AID 1209) | purified PMI enzyme, coupled fluorescence intensity; higher % means a stronger effect | one-dose inhibition, % at 20 µM; IC50 in µM for titrated hits | 0.42% of 190,000 active;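 further: plate controls were DMSO vehicle for no effect and wells lacking substrate for full effect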
XIAP antagonists – XIAP antagonists, biochemical, IAP family, fluorescence polarization (AID 1018); displacement, % at 20 µM, or IC50 in µM where a hit was titrated; XIAP BIR domain, fluorescence polarization peptide displacement; higher % means a stronger effect; 0.007% of 200,000 active; in the data active means displacement above about 50%; further: a part of the inactive calls stands beside numbers as strong as those of hits
M17LAP inhibition – P. falciparum M17LAP inhibitors, primary screen, biochemical, fluorogenic H-Leu-NHMec substrate, 1536-well (AID 1619). one-dose inhibition, % at 30 µM; IC50 in µM for titrated hits. 0.38% of 220,000 active. recombinant M17LAP, H-Leu-NHMec fluorogenic kinetic assay; higher % means a stronger effect;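 active means compound inhibiting the enzyme by more than half at any dose during confirmatory dose-response retesting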;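 further: plate controls were full reaction with DMSO carrier for no effect and no enzyme background for full effect; strong numbers were not always called active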
AID2073 – disruptors of CaV2.2 binding to Mint1 – biochemical, HTRF (AID 2073); 0.19% of 290,000 active; HTRF protein-protein interaction, Mint1-CaV2.2; higher % means a stronger effect; one-dose inhibition, % at 20 µM; IC50 in µM for titrated hits; in the data active means inhibition mostly above about 51%, no sharp cut-off; further: some results filed as inactive read as strong as hits
P. falciparum M1AAP – malaria alanyl aminopeptidase activity blockers – biochemical, fluorogenic H-Leu-NHMec substrate, 1536-well (AID 1445); recombinant M1AAP, H-Leu-NHMec fluorogenic kinetic assay; higher % means a stronger effect; inhibition, % at 30 µM, or IC50 in µM where a hit was titrated; 0.42% of 220,000 active;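 active means primary inhibition above the hit cutoff, then over 50% inhibition at one or more dose response concentrations, cut at about 23% in these data, passing the limit was not always enough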;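 further: plate controls were DMSO full reaction for no effect and no enzyme background for full effect; strong numbers were not always called active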
PMI inhibition – human PMI inhibitors, high substrate, primary screen, biochemical, fluorescence intensity, high mannose 6-phosphate (AID 1220). 0.66% of 190,000 active. inhibition, % at 20 µM; hits with a dose series show IC50 in µM. recombinant PMI enzyme, coupled fluorescence intensity; higher % means a stronger effect
LYP inhibition – PTPN22 lymphoid phosphatase activity blockers – biochemical, fluorescence intensity, uHTS (AID 1779); recombinant LYP phosphatase, fluorescence intensity; higher % means a stronger effect; inhibition, % at 11.5 µM; hits with a dose series show IC50 in µM; 0.054% of 290,000 active;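 further: plate controls were vehicle with enzyme for no effect and no enzyme for full effect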
Dynein cargo inh cytoplasmic EGFP – further read-out of Dynein cargo inh, marked with its call; z-score; measured here: cytoplasmic GR-EGFP intensity; hits give high values
Dynein cargo inh nuclear GR-EGFP – also measured in Dynein cargo inh; calls as there; z-score; measured here: nuclear GR-EGFP intensity;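 lower value marks the stronger effect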
Dynein cargo inh cell count – also measured in Dynein cargo inh; calls as there; z-score; measured here: cell count per field
The depositor's hits bear a star; . = no result given. Unless noted, no stated cut-off is given here; in the data, active means inhibition above about 50%; inactive means the rest.

SMILES	Dynein cargo inh	Dynein cargo inh cytoplasmic EGFP	Dynein cargo inh nuclear GR-EGFP	Dynein cargo inh cell count	SIAH1 antagonists	PMI inhibitors	XIAP antagonists	M17LAP inhibition	AID2073	P. falciparum M1AAP	PMI inhibition	LYP inhibition
Cc1nc2sccn2c1-c1nc(-c2cc3ccccc3o2)cs1	3.1	-0.062	1.3	-1.5	6%	-20%	-26%	2%	18%	7%	-15%	5%
O=C(Nc1ccccc1F)C1(c2ccccc2)CC1(Cl)Cl (stereo unspecified)	-0.59	-0.22	-0.64	0.63	-3%	-1%	-6.8%	-10%	2%	5%	1%	1%
COc1cc(C(=O)NC(=S)N(CCc2ccccc2)CCc2ccccc2)cc(OC)c1OC	1.4	-0.29	0.47	-0.46	-2%	3%	-5.0%	-4%	4%	-15%	-17%	3%
CN1N=C2c3ccccc3CCC2C1c1ccc(C(F)(F)F)cc1 (stereo unspecified)	1.5	-0.015	1.3	-2.6	2%	.	.	-1%	-4%	-1%	.	-11%
CCN1CCCC1CNCc1ccccc1OCc1ccc(F)cc1 (stereo unspecified)	-0.11	0.54	0.38	-1.4	8%	-6%	-6.1%	3%	-2%	0%	-10%	-10%
Cc1occc1C(=O)N/N=C/C(Br)=C/c1ccccc1	-1.2	-0.17	-1.3	0.72	4%	5%	-0.9%	14%	-6%	3%	-4%	6%
O=C(c1ccco1)N1CCN(c2nc3ccccc3c(=O)n2-c2ccccc2)CC1	-0.85	-0.4	-0.39	1	-1%	7%	-7.3%	-4%	6%	2%	1%	-7%
Cc1cccnc1NC(=O)C1COc2ccccc2O1 (stereo unspecified)	-0.58	-0.28	-0.23	0.77	8%	-1%	-0.6%	2%	-3%	3%	-1%	-6%
Cc1cccc(Cn2c(SCC(=O)Nc3ccccc3)nc3c2c(=O)[nH]c(=O)n3C)c1	1.9	-0.019	1.6	-1.5	2%	2%	-1.6%	-18%	1%	-2%	4%	-7%
CCOC(=O)C1C(C)=C(Nc2ccc(OC)cc2)C(=O)N1c1ccc(OC)cc1 (stereo unspecified)	0.14	-0.27	0.13	0.17	-5%	9%	-6.0%	4%	-3%	-1%	35%	-2%
CCOc1ccc(-c2[nH]ncc2Oc2ccccc2OC)c(O)c1	-0.5	-0.083	-0.34	0.73	3%	14%	-6.8%	9%	6%	0%	10%	-1%
Cc1cccc(C2c3[nH]c4ccccc4c3CCN2C(=O)c2cc(CC(C)C)[nH]c(=O)n2)n1 (stereo unspecified)	-0.21	-0.29	-0.25	0.77	1%	18%	-2.3%	7%	-9%	9%	9%	-2%
COCCNC(=O)C1(C)C=CC2(CCCCC2)N1C(=O)c1ccccc1 (stereo unspecified)	0.29	-0.28	0.46	0.46	12%	-2%	-4.6%	-3%	-4%	4%	0%	-6%
Cc1cc(OCC(=O)C(C)(C)C)c2c(C)c(C)c(=O)oc2c1	2.8	-0.19	2.6	-2.7	-1%	0%	-1.7%	-10%	18%	9%	2%	0%
O=C(O)CC(NNC(=O)c1ccccc1)C(=O)Nc1ccc([N+](=O)[O-])cc1 (stereo unspecified)	-0.19	-0.26	0.34	0.58	2%	.	.	4%	-8%	4%	.	-6%
CCOc1ccc(C(=O)NCC(=O)OCC(=O)c2ccc3c(c2)-c2ccccc2C3)cc1	0.29	-0.24	-0.011	-0.87	5%	-5%	-4.4%	5%	19%	-4%	-5%	2%
Cc1ccc(O)c(NC(=O)CCC2CCCCC2)c1	1.9	-0.23	0.37	-0.15	4%	1%	-0.1%	-2%	-2%	6%	-3%	-3%
O=c1c(C(c2ccc(O)cc2)c2c(O)nc3n(c2=O)CCCS3)c(O)nc2n1CCCS2	0.74	-0.17	0.7	-0.3	4%	-2%	-0.5%	19%	15%	7%	-2%	-8%
COC(=O)c1sccc1NC(=O)COc1ccc(Cl)cc1Cl	0.27	-0.2	0.14	-0.12	6%	4%	-2.7%	-6%	8%	1%	-1%	-1%
Cc1ccc2[nH]c3c(=O)n(CCc4cnc[nH]4)cnc3c2c1	-0.48	-0.2	-0.45	0.1	2%	-4%	-3.2%	4%	6%	2%	-8%	-1%
CCN(CC)c1nc(N2CCOCC2)c(C#N)c2c1CN(C)CC2	-0.7	-0.24	0.0073	0.83	-1%	4%	-6.2%	17%	-2%	4%	5%	-3%
O=C(CCC(=O)NC1CCN(Cc2ccccc2)CC1)NCc1ccco1	-0.58	-0.2	0.04	0.31	-2%	-1%	0.3%	-1%	8%	2%	1%	-8%
CN(CCC#N)C(=S)NC(=O)c1ccc(S(=O)(=O)N2CCOCC2)cc1	1.7	-0.16	0.45	-0.56	7%	-5%	-3.9%	0%	26%	-1%	-5%	-7%
Cc1ccc(-c2n[nH]c(=O)c3ccccc23)cc1S(=O)(=O)NCCO	0.046	-0.2	0.51	-1.1	-1%	10%	-6.2%	0%	-3%	0%	3%	-8%
Cc1ccc(NC(=O)Nc2nnc(CSCCOc3ccc(Cl)cc3)s2)cc1	0.72	0.27	0.67	-0.18	4%	-9%	1.5%	16%	26%	4%	-4%	1%

(more compounds)
SMILES	Dynein cargo inh	Dynein cargo inh cytoplasmic EGFP	Dynein cargo inh nuclear GR-EGFP	Dynein cargo inh cell count	SIAH1 antagonists	PMI inhibitors	XIAP antagonists	M17LAP inhibition	AID2073	P. falciparum M1AAP	PMI inhibition	LYP inhibition
Cc1cc(NC(=O)c2c(-c3c(Cl)cccc3Cl)noc2C)n(C)n1	1.3	-0.045	0.67	-0.95	3%	.	.	13%	0%	-1%	.	0%
Cc1nc2ccccc2cc1OCc1ccc(Cl)cc1	.	.	.	.	5%	25%	-4.5%	5%	7%	0%	21%	6%
O=C(Nc1ccc(NC(=O)c2cccs2)cc1)c1ccc(Br)o1	-0.4	-0.21	-0.37	0.13	17%	3%	-6.0%	3%	17%	1%	6%	-2%
O=C(Nc1nc(-c2cccs2)cs1)c1cccc(S(=O)(=O)N2CCCCC2)c1	-1.1	-0.29	0.046	0.69	5%	10%	-6.5%	7%	-4%	3%	3%	8%
COc1ccc2cc1Oc1ccc(cc1)C[C@H]1c3c(cc4c(c3Oc3cc5c(cc3OC)CCN(C)[C@@H]5C2)OCO4)CCN1C	-0.41	0.15	-0.21	-2	7%	.	.	3%	4%	3%	.	-8%
COc1cccc(-c2nnc3sc(-c4ccccc4)nn23)c1	0.054	-0.071	0.24	-0.51	1%	8%	1.7%	-1%	7%	11%	7%	-9%
COC(=O)c1c(-c2ccc(F)cc2)csc1NC(=O)C1CCCO1 (stereo unspecified)	0.99	-0.12	0.96	-0.46	-3%	-4%	-10%	14%	-5%	7%	-3%	8%
NC(=O)C1(N2CCCCC2)CCN(S(=O)(=O)c2cc(Cl)sc2Cl)CC1	-0.58	-0.15	-0.32	0.79	-2%	.	.	0%	-6%	-1%	.	-2%
c1csc(CNCCN2CCOCC2)c1	-0.88	-0.19	-0.26	1.1	0%	-6%	-8.9%	10%	-9%	2%	-21%	-10%
CCOC(=O)C1=C(CC)Nc2ccccc2N/C1=N\S(=O)(=O)c1cc(Br)ccc1Br	-0.89	-0.28	-0.72	0.99	-4%	-15%	1.0%	18%	0%	30µM*	-13%	14%
O=C(O)COCC(=O)Nc1ccc(-n2nc(C(F)(F)F)cc2-c2cccs2)cc1	0.083	-0.25	0.64	-0.53	6%	.	.	5%	4%	-4%	.	0%
C=CCNS(=O)(=O)c1ccc(N2C(=O)c3ccccc3C2=O)cc1	-0.2	-0.11	0.4	-0.21	9%	2%	-3.0%	.	3%	.	5%	-9%

Compounds from the list above containing a cyano group, in the order listed:
SMILES	Dynein cargo inh	Dynein cargo inh cytoplasmic EGFP	Dynein cargo inh nuclear GR-EGFP	Dynein cargo inh cell count	SIAH1 antagonists	PMI inhibitors	XIAP antagonists	M17LAP inhibition	AID2073	P. falciparum M1AAP	PMI inhibition	LYP inhibition
CCN(CC)c1nc(N2CCOCC2)c(C#N)c2c1CN(C)CC2	-0.7	-0.24	0.0073	0.83	-1%	4%	-6.2%	17%	-2%	4%	5%	-3%
CN(CCC#N)C(=S)NC(=O)c1ccc(S(=O)(=O)N2CCOCC2)cc1	1.7	-0.16	0.45	-0.56	7%	-5%	-3.9%	0%	26%	-1%	-5%	-7%

Ordered by length of the SMILES (smallest number first): 7 of the compounds above
SMILES	Dynein cargo inh	Dynein cargo inh cytoplasmic EGFP	Dynein cargo inh nuclear GR-EGFP	Dynein cargo inh cell count	SIAH1 antagonists	PMI inhibitors	XIAP antagonists	M17LAP inhibition	AID2073	P. falciparum M1AAP	PMI inhibition	LYP inhibition
c1csc(CNCCN2CCOCC2)c1	-0.88	-0.19	-0.26	1.1	0%	-6%	-8.9%	10%	-9%	2%	-21%	-10%
COc1cccc(-c2nnc3sc(-c4ccccc4)nn23)c1	0.054	-0.071	0.24	-0.51	1%	8%	1.7%	-1%	7%	11%	7%	-9%
C=CCNS(=O)(=O)c1ccc(N2C(=O)c3ccccc3C2=O)cc1	-0.2	-0.11	0.4	-0.21	9%	2%	-3.0%	.	3%	.	5%	-9%
NC(=O)C1(N2CCCCC2)CCN(S(=O)(=O)c2cc(Cl)sc2Cl)CC1	-0.58	-0.15	-0.32	0.79	-2%	.	.	0%	-6%	-1%	.	-2%
O=C(Nc1nc(-c2cccs2)cs1)c1cccc(S(=O)(=O)N2CCCCC2)c1	-1.1	-0.29	0.046	0.69	5%	10%	-6.5%	7%	-4%	3%	3%	8%
O=C(O)COCC(=O)Nc1ccc(-n2nc(C(F)(F)F)cc2-c2cccs2)cc1	0.083	-0.25	0.64	-0.53	6%	.	.	5%	4%	-4%	.	0%
COc1ccc2cc1Oc1ccc(cc1)C[C@H]1c3c(cc4c(c3Oc3cc5c(cc3OC)CCN(C)[C@@H]5C2)OCO4)CCN1C	-0.41	0.15	-0.21	-2	7%	.	.	3%	4%	3%	.	-8%
